FBPA Giardia inh = blocks Giardia fructose-bisphosphate aldolase activity; purified Giardia FBPA; AID 2451; Potency, µM (titrated, usually from 59.6 µM), for the others: at the top dose activity, negative = inhibition, hits mostly inhibitors; actives 0.71% (n = 290,000); note: potency is the fitted concentration of half-maximal effect; % is set by controls: 0 for no effect and ±100 for the full control effect; nearly all actives have a fitted effect of over 55% in size
Target sequence (A8B2U2 whole entry, looked up): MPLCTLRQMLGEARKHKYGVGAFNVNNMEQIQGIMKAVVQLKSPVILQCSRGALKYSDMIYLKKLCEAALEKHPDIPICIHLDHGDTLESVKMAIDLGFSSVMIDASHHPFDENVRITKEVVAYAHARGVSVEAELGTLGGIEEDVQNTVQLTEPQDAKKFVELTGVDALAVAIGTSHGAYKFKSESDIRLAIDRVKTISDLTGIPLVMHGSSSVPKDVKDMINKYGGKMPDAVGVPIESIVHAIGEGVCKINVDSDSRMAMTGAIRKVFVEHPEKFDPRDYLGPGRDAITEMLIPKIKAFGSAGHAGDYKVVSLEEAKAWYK
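Giardia FBPA (40 nM reagent) was preincubated 10 min at RT with compound (up to 57.5 uM final), then substrate plus GAPDH/TPI/NAD/arsenate coupling system with diaphorase/resazurin was added; resorufin fluorescence (525/598 nm) was read after 20 min.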
Shiga toxin inh = Shiga toxin inhibition; Vero cells, Shiga toxin protein synthesis inhibition reporter; inhibition, % at 38.7 µM; actives 9.2% (n = 290,000); in the data active = inhibition mostly above about 28%, no sharp cut-off; inactive = mostly below about 43%; note: 0% is about no effect
HCMV inh = blocks human cytomegalovirus replication; actives 4.5% (n = 410,000); HFF cells, HCMV-luciferase reporter, 72 h; stronger effect = lower value; activity change, negative = inhibition, % at 57.5 µM; in the data active = activity change below about -60%; inconclusive = no clear call, values can overlap the other calls; inactive = above about -39%; note: % is set by controls: 0 for no effect and ±100 for the full control effect
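Cell-based, HFFs, 1000 cells/well, 16 h 37C; cpds in DMSO + HCMV-luc, MOI 1 PFU/cell; 72 h 37C; OneGlo luminescence after 5 min RT; norm. to buffer vs Salinomycin 10uM.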
AmpC inh detg = inhibitors of E. coli AmpC beta-lactamase with detergent; P00811; AmpC hydrolysis of nitrocefin, absorbance 480 nm, 0.01% Triton; AID 485294; Potency, µM (top dose mostly 114 µM), without a hit: at the top dose activity change, negative = inhibition, actives largely listed as inhibitors; actives 0.041% (n = 370,000);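 note: potency is the fitted concentration of half-maximal effect; 0% = no-compound wells and -100% = no-enzyme wells; nearly all actives have a fitted effect of over 25% in size; some results filed as inactive show a strong effect at the top dose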
Target sequence (P00811 whole entry, looked up): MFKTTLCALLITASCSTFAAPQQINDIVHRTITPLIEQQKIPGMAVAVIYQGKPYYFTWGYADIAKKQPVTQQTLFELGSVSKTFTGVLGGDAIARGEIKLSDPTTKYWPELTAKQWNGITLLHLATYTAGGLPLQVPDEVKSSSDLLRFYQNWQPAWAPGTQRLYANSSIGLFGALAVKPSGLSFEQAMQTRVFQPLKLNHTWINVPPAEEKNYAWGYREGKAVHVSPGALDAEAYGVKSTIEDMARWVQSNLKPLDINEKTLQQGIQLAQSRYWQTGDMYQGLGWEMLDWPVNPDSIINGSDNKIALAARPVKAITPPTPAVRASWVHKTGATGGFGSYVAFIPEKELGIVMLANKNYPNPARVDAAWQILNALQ
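20 mM phosphate pH 7.0 + 0.01% (detergent screen) or 0.0001% Triton X-100; 5.3 nM AmpC reagent; cpd preinc 15 min RT; nitrocefin (800 uM stock) to start; A480 q20 s × 4 min; Activity was normalised to no-enzyme and no-compound control wells.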
CHX counter = affects cycloheximide protein synthesis inhibition readout, counter-screen; cell reporter, cycloheximide protein synthesis inhibition counterscreen; max response, %; actives 12% (n = 300,000); in the data active = max response mostly above about 13%, no sharp cut-off; inactive = mostly below about 14%; note: read at 38.3 µM for the half of the compounds with a filed dose; 0% is about no effect
AMA1-RON2 inh = disrupts binding of P. falciparum AMA1 to RON2; actives 0.2% (n = 360,000); Potency, µM (doses to about 58.2 µM), for inactives: at the top dose activity change, negative = inhibition, most hits filed as inhibitors; AID 720542; AlphaScreen AMA1-biotinylated RON2 peptide binding;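 note: potency is the fitted concentration of half-maximal effect; 0% = vehicle wells and -100% = peptide control; nearly all actives have a fitted effect of over 45% in size; some results filed as inactive show a strong effect at the top dose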
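AMA1 (3D7) with his tag at 25 nM final met compounds first, then biotinylated RON2 peptide at 25 nM; detection used donor plus acceptor beads, 10 µg/mL apiece, read by AlphaScreen after 30 min at room temperature.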
AmpC inh no detg = AmpC beta-lactamase inhibition without detergent; P00811; AmpC nitrocefin hydrolysis, absorbance 480 nm, 0.0001% Triton; Potency, µM (highest dose often 57.1 µM), inactives show top-dose activity change, negative = inhibition, usual class: inhibitors; actives 0.52% (n = 330,000); AID 485341;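 note: potency is the fitted concentration of half-maximal effect; plate controls were no compound for no effect and no enzyme for full effect; nearly all actives have a fitted effect of over 20% in size; some results filed as inactive show a strong effect at the top dose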
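AmpC (5.3 nM in the dispensed reagent) in 20 mM phosphate pH 7.0 with 0.01% (detergent screen) or 0.0001% Triton X-100 was preincubated with compounds for 15 min at room temperature. Nitrocefin was then added from an 800 uM solution, and hydrolysis was followed at 480 nm.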
The depositor's hits bear a star; ? = inconclusive; nt = no result given; [ ] = remark or other dose. Unless noted, calls come from the whole dose curve; as a rule, active = well fitted curve in the direction sought with a large enough effect; inconclusive = small, poorly fitted or top-dose-only effect, or another doubt; inactive = no such curve, though single readings can be large; an effect the other way counts as inactive or inconclusive.

SMILES	FBPA Giardia inh	Shiga toxin inh	HCMV inh	AmpC inh detg	CHX counter	AMA1-RON2 inh	AmpC inh no detg
COc1ccc(C(=O)Nc2cc(S(=O)(=O)N3CCCC3)ccc2Cl)cc1	nt	nt	-31.9	nt	nt	5.9%	-2.6%
CC(=O)Nc1nc2ccc(C(=O)NCCOC(=O)C3CCCCC3)cc2s1	2.3%	24.5	15.7	?	3.4	7.6%	-26.2%
CCn1c(=S)sc2c(=O)n(CC(=O)Nc3ccccc3C(F)(F)F)c(C)nc21	-1.8%	-5.3	38.9	-0.7%	-1.0	-1.5%	1.3%
O=C1/C(=C/c2cccs2)Sc2ccccc21	-5.1%	10.5	25.2	?	-2.5	-28.3%	-16.3%
CC(C)Oc1cccc(C(=O)C2CCCN(Cc3ccc(Oc4ncccn4)cc3)C2)c1 (stereo unspecified)	-0.6%	-8.9	?	-4.0%	5.7	-4.3%	151.8%[activator]
CCOc1ccc(NC(=O)CN(C)C(=O)c2cccnc2Sc2ccc(Cl)cc2)cc1OCC	nt	nt	?	2.1%	nt	-13.0%	148.4%[activator]
COC(=O)[C@H](CC(C)C)NC(=O)c1cc2c(cn1)[nH]c1ccccc12	2.0%	-4.6	-17.8	-8.4%	-2.2	0.0%	-28.8%
CSc1ccccc1OCc1cc(C(=O)NCc2ccc(C)s2)no1	-2.8%	41.2*	23.7	-14.8%	22.7*	-3.5%	-42.9%
CCC(C)(C)C1CCC(NC(=O)c2ccc(S(=O)(=O)N3CCOCC3)cc2)CC1 (stereo unspecified)	nt	nt	?	6.3%	nt	-1.0%	-6.6%
Cc1ccc(S(=O)(=O)N/N=C\c2cn(CC(N)=O)c3ccccc23)cc1C	-17.2%	20.1	31.9	?	-1.8	-8.9%	25.0%
COc1ccc(C(=O)NC2CCCCCC2)cc1S(=O)(=O)N1CCCc2ccccc21	-0.2%	-4.1	-62.1*	?	10.6	-14.5%	-14.0%
CC1CC(C)CN(C(=O)COC(=O)c2cc3ccccc3cc2O)C1 (stereo unspecified)	-14.9%	26.1	-7.8	-11.7%	10.6	-8.6%	-13.9%
COc1cc(NC(=O)c2c(F)c(F)c(F)c(F)c2F)c(OC)cc1Cl	6.3%	-12.0	2.0	-15.6%	-1.3	23.2%	-15.0%
O=C(c1cnn2c(C(F)(F)F)cc(-c3ccccc3)nc12)N1CCCCC1c1cccnc1 (stereo unspecified)	-3.0%	-5.6	?	-5.5%	-0.9	0.4%	18.1%
CN(C)c1ccc(-c2nnc(SCC3CCCO3)n2C)cc1 (stereo unspecified)	1.5%	80.3*	38.9	-7.0%	44.2*	23.3%	19.7%
O=C(NCCO)c1ccc(Oc2ccc(C(F)(F)F)cc2[N+](=O)[O-])cc1	0.7%	24.2	-19.8	0.1%	-4.3	-18.0%	16.5%
COc1ccc(NC(=O)CN(C)S(=O)(=O)c2cccc3nsnc23)cc1OC	-1.2%	-4.6	4.5	?	-2.5	0.5%	-21.8%
COc1ccc(C2=CC(=O)CC(c3ccc(OC)cc3)C2)cc1 (stereo unspecified)	-5.6%	35.1	-37.3	-2.2%	15.4	0.0%	-5.0%
CCc1cc(C(=O)c2ccc(C)cc2)c(NC(=O)CCl)s1	-5.1%	73.0*	-30.1	-5.5%	48.7*	-23.2%	-19.7%
CC(=O)O[C@H]1C[C@@]2(C)[C@@H](C[C@@H](O)[C@H]3[C@@]4(C)CC[C@@H](O)[C@@H](C)C4CC[C@@]32C)/C1=C(\CCC=C(C)C)C(=O)O (stereo partly specified)	-8.3%	-12.0	37.8	-12.7%	-3.6	-26.9%	-1.5%
Cc1ccc(/C=N/c2sc(Cc3ccccc3)c(C)c2C(N)=O)o1	-0.1%	-6.4	-35.8	?	-3.5	5.7%	-19.3%
Cn1nc([N+](=O)[O-])nc1Sc1nnc(-c2ccccc2)o1	-21.6%	-8.4	-90.0*	2.2%	6.4	9.8%	-7.9%
O=C(Nc1ccc(/C=C/c2nc3ccccc3o2)cc1)c1cccc(C(F)(F)F)c1	-0.6%	102.2*	9.2	1.1%	34.2*	9.9%	-39.7%
CC1Oc2ccccc2N(Cc2ccccc2Cl)C1=O (stereo unspecified)	0.7%	2.8	-31.9	?	-1.9	38.2%[activator]	-18.5%
Cc1ccc(Cn2nnc3c(=O)[nH]c(C4CCCN(S(=O)(=O)c5ccc(F)cc5)C4)nc32)cc1 (stereo unspecified)	3.8%	-6.8	12.4	5.8%	-5.9	-5.7%	-24.0%
CC1CC(C)CN(C(=O)Cn2c(=O)n(CCCCC(=O)NCc3ccco3)c(=O)c3ccccc32)C1 (stereo unspecified)	6.2%	10.1	-3.8	?	1.2	3.6%	51.5%
COc1cc(CN(C)CC2CCCN(CCc3ccccc3F)C2)cc(Cl)c1OC (stereo unspecified)	-3.4%	-8.0	-11.8	2.5%	-1.2	-7.5%	91.8%[activator]
CCOc1ccc(-c2nnn(CC(=O)NCc3ccc(F)cc3)n2)cc1OCC	-0.4%	-12.5	51.8	?	-6.2	-1.3%	-6.4%
N/C(=N\OC(=O)CCCOc1ccc(Cl)cc1Cl)c1ccccn1	-3.3%	4.5	4.5	1.2%	4.9	51.0%[activator]	46.9%
CC1CCCCN1C(=O)CSc1nnc(-c2ccccc2O)o1 (stereo unspecified)	-0.8%	55.5*	-8.1	4.6%	21.2*	?	-25.5%
COc1cccc(OC)c1C(=O)NC(=S)Nc1ccc2c(c1)Cc1ccccc1-2	-1.8%	8.1	96.4	6.6%	0.9	5.1%	-21.8%
CC1CC=CC2C1C(=O)N(Cc1ccccc1)C2c1ccc(-c2cc3ccccc3s2)cc1F (stereo unspecified)	-0.4%	96.4*	nt	nt	48.8*	nt	nt
O=C(Cn1c(C(F)(F)F)nc2ccccc21)c1ccccc1	5.2%	3.0	-34.2	-2.9%	7.4	7.5%	-11.7%
O=C1C2C3C=CC(C3)C2C(=O)N1CNc1ccccc1 (stereo unspecified)	0.0%	-2.5	-6.0	-10.4%	-3.8	11.0%	-8.5%
C[C@@H]1CN=C2N(CCNC(=O)CCC3CCCCC3)[C@H](Cc3ccc(O)cc3)CN21	-1.1%	-4.4	?	7.5%	-2.9	-2.2%	4.2%
CCC(=O)N(C)CCc1cc2c(c(OC)c1/C=N/NC(=O)[C@H]1C[C@@H]1c1ccccc1)OCO2	-2.0%	-9.4	?	-9.7%	-1.7	8.4%	111.1%[activator]
COc1ccc(Cc2nc(-c3ccccc3)no2)cc1	7.8%	41.8*	27.3	1.5%	35.9*	33.8%[activator]	-20.8%
CCc1ccc(NC(=O)CN(c2ccc(OC)cc2)S(=O)(=O)c2c(C)nn(C)c2C)cc1	nt	7.3	27.0	-12.5%	-9.6	0.4%	159.7%[activator]
O=C(c1ccc(S(=O)(=O)NCC2CCCO2)cc1)N1CCN(c2ccccc2)CC1 (stereo unspecified)	3.1%	-9.7	-30.3	?	-3.6	-1.8%	67.6%[activator]
Cc1cccc(N2CC(C(=O)OCC(=O)Nc3sccc3C(N)=O)CC2=O)c1C (stereo unspecified)	nt	nt	8.9	nt	nt	0.3%	-14.2%
CCOC(=O)Cc1c(C)nc2c(C#N)c(C)nn2c1C	2.4%	-4.2	18.5	0.5%	0.2	3.9%	-0.3%
CCOc1cc(NC(=O)C2CCCO2)c(OCC)cc1NC(C)=O (stereo unspecified)	?	6.0	-31.7	1.0%	-4.5	-11.3%	-3.5%
CCOc1ccc2nc(NC(=O)c3cccnc3)sc2c1	-5.8%	122.5*	64.4	-1.8%	75.1*	-4.2%	-22.1%
O=C(OCc1ccc(F)cc1)c1cc(S(=O)(=O)N2CCCCC2)ccc1N1CCOCC1	nt	nt	-19.4	-15.8%	nt	4.3%	-11.2%
CCCN1C2CCCC1CC(NC(=O)c1cc(OC)cc(OC)c1)C2 (stereo unspecified)	-8.2%	-2.0	12.1	-7.5%	-0.9	-1.0%	-25.2%
CC(Oc1ccc2c(-c3ccccc3)cc(=O)oc2c1)C(=O)NCCN1CCOCC1 (stereo unspecified)	-0.5%	4.8	?	-1.4%	-1.0	2.9%	96.5%[activator]
CC1CC(C)CN(C(=O)C2CCN(S(=O)(=O)c3cccs3)CC2)C1 (stereo unspecified)	5.5%	-7.3	-35.1	3.1%	-3.7	16.5%	0.3%
O=C(CSc1ccc(F)cc1)NCCc1ccc(Cl)cc1	0.5%	16.7	2.7	-1.9%	13.4	-0.9%	3.4%
Cc1c(C(=O)OCC(=O)N(C)c2ccccc2)cccc1[N+](=O)[O-]	2.0%	-5.2	-8.1	-18.0%	-3.0	-9.6%	-4.3%
COc1cnc(-c2ccccn2)nc1N(C)c1ccccc1	-0.9%	66.5*	-98.4*	3.0%	48.0*	-70.4%	0.0%
CN1c2ccc([N+](=O)[O-])cc2C(C)(C)C12C=Cc1cc(C(=O)O)ccc1O2 (stereo unspecified)	10.9%	6.9	38.2	-0.8%	-2.7	-1.1%	-23.7%
COC(=O)C1=C(Nc2ccc(C)cc2)C=C(C)C(C(=O)OC)C1c1cccc(OC)c1 (stereo unspecified)	-6.1%	38.3	-28.5	-2.1%	9.7	14.4%	-1.1%
Cc1ccc(C(=O)Nc2nccs2)cc1	-6.9%	115.9*	89.6	-2.1%	36.6*	1.5%	-21.4%
COc1cccc2c(=O)c(C/C=C(/C)Cl)c(C)[nH]c12	-13.6%	-10.7	-14.3	-8.5%	-2.7	-8.2%	-14.8%
c1coc(CN2CN=C(Nc3nc4ccccc4s3)NC2)c1	0.1%	14.4	44.3	0.6%	7.5	4.4%	-30.5%
COc1ccccc1CNC(=O)COC(=O)c1ccc2c(=O)n3c(nc2c1)CCCCC3	nt	nt	-0.2	?	nt	12.7%	-11.1%
O=C(CN1CCCCC1)Nc1ccc(S(=O)(=O)N2CCOCC2)cc1	3.6%	-17.4	-13.7	5.0%	5.1	6.2%	-9.5%
CCOC(=O)N1CCC(=NNC(=O)Cn2ccc(C(F)(F)F)n2)CC1	1.3%	7.8	25.7	2.5%	-4.8	93.4%[activator]	-3.4%

Not a hit list (roughly 16% active in at least one column).
